Arrestin-AP2 inh: inhibitors of human beta-arrestin and AP2 interaction. AID 504490. 0.31% of 340,000 active. FITC-arrestin peptide / GST-AP2 beads, flow cytometry; AP2 beta2 appendage carries R879A mutation. inhibition, % at 10 µM;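 active = inhibition above a set limit, near 3 SD of compounds lacking own fluorescence, cut at about 54% in these data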;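 note: plate controls were DMSO wells for no effect and 5 µM unlabelled arrestin peptide for full effect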
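system = GST-tagged AP2 beta2-adaptin appendage (R879A) on 4 µm glutathione beads | reagent = FITC-labelled arrestin peptide probe, 50 nM final | schedule = compound with beads 12 min RT, then probe 1 h RT | signal = HyperCyt-sampled flow cytometry, FL1 channel, ex 488/em 535 nm | read-out = percent response from loss of bead-bound FITC fluorescence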
HTR5A inv ag: HTR5A inverse agonism, opioid heterodimer counter-screen | 0.083% of 340,000 active | P47898 | inhibition, % at 9.3 µM | HTR5A cell line, luminescence; in the data active = inhibition mostly above about 23%, no sharp cut-off; inactive = mostly below about 18%;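 note: 0% = cells with DMSO and 100% = no-cell wells with DMSO; some compounds called inactive have numbers as strong as hits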
PKA-R2B activ: activates the human PKA-R2B holoenzyme complex | AID 504700 | P22694+P31323 | 0.079% of 340,000 active | PKA-R2B holoenzyme dissociation, Cy5-IP20 fluorescence polarization; R2B truncated from residue 108, S112A mutant; 0% DMSO only, 100% 113 µM cGMP | activation, % at 11.4 µM;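 active = activation above a cutoff set at the mean over all compounds plus 3 SD, cut at about 18% in these data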;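 note: higher means more holoenzyme dissociation and a rise in polarization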
PKA-R1A activ: PKA-R1A complex activation. PKA-R1A dissociation, Cy5-IP20 fluorescence polarization; scaled: DMSO 0%, 113 µM cGMP 100%. AID 504707. activation, % at 11.4 µM. P00514+P68181. 0.083% of 340,000 active;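 active = percent activation above the mean of all tested compounds plus 3 SD, cut at about 19% in these data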;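 note: higher means more PKAc released from R1A so a rise in polarization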
V-ATPase pH: alters yeast V-ATPase proton transport; S. cerevisiae, pHLuorin cytosolic pH fluorescence; response, % at 10 µM; 0.37% of 350,000 active; in the data active = response mostly above about 7.3%, no sharp cut-off; inactive = mostly below about 5.4%; note: actives read high; inactives centre near 0; some compounds called inactive have numbers as strong as hits; reference of the scale not given here
OPRM1-OPRD1 inv: mu-delta opioid heterodimer inverse agonism; P35372+P41143; cell-based MOR-DOR heterodimer luminescence; inhibition, % at 9.3 µM; 0.21% of 340,000 active; in the data active = inhibition above about 22%, passing the limit was not always enough;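 note: 0% = cells with DMSO and 100% = wells without cells with DMSO; values of inactives mirror those of a sister screen read the other way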
Target sequence (P35372 whole entry, looked up): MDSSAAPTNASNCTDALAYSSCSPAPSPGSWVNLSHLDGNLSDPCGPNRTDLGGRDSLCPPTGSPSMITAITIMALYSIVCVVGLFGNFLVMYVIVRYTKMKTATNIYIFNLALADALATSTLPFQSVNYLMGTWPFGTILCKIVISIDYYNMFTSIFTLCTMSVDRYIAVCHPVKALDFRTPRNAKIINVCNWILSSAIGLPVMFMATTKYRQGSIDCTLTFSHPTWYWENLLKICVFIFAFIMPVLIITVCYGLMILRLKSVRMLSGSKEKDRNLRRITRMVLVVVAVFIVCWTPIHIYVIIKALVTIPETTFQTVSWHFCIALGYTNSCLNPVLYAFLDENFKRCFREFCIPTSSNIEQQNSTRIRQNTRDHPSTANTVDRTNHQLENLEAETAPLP
Target sequence (P41143 whole entry, looked up): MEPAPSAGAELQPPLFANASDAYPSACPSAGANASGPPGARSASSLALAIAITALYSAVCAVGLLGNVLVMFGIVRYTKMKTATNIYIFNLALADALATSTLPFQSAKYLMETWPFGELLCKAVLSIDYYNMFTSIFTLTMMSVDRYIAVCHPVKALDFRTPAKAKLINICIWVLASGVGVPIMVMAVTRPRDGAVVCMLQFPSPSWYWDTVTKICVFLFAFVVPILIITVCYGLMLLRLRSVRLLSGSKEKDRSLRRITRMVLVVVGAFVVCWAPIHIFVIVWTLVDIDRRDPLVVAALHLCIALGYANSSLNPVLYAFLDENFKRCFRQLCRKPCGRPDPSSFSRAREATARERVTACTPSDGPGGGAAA
DAGLB inh: diacylglycerol lipase beta (human) inhibition; Q8NCG7; HEK293T DAGLB membrane lysate, EnzChek fluorogenic substrate; inhibition, % at 5.17 µM; 0.059% of 340,000 active; AID 504411; in the data active = inhibition above about 34%;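 note: 0% = enzyme with vehicle and 100% = wells lacking enzyme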
MOR-DOR ag: OPRM1-OPRD1 heterodimerization agonism; P35372+P41143; cells, luminescence; 0.3% of 340,000 active; activation, % at 9.3 µM; in the data active = activation above about 18%;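 note: 0% = vehicle-treated cells and 100% = reference agonist; values of inactives mirror those of a sister screen read the other way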
HTR5A ag ctr: activates human HTR5A in OPRM1-OPRD1 agonist counter-screen; HTR5A agonist assay, luminescence, cell-based; activation, % at 9.3 µM; 0.61% of 340,000 active; in the data active = activation mostly above about 9.5%, no sharp cut-off; inactive = mostly below about 7.6%;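 note: 0% = cells with vehicle only and 100% = reference agonist; strong numbers were not always called active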
Pemphigus Ab inh: human desmoglein-3 autoantibody binding inhibition; 0.48% of 310,000 active; binding (percent of control), % at 10 µM; DSG3-coupled beads, scFv-anti-DSG3-GFP binding, flow cytometry; stronger effect = lower value; AID 588358; P32926;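 active = binding more than 3 SD below its plate's average and above zero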;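 note: hits lower antibody fragment binding to DSG3; some compounds called inactive have numbers as strong as hits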
Numbers without * were called inactive; x = not tested or not shown.

SMILES	Arrestin-AP2 inh	HTR5A inv ag	PKA-R2B activ	PKA-R1A activ	V-ATPase pH	OPRM1-OPRD1 inv	DAGLB inh	MOR-DOR ag	HTR5A ag ctr	Pemphigus Ab inh
O=C(Nc1nc(-c2ccco2)c(-c2ccco2)s1)c1ccc(F)cc1F	32.5	8.3	-2.5	-9.9	4.1	-15.2	3.8	2.4	2.0	94.7
COc1cc(NC(=O)CCc2c(C)nc3nc(C)nn3c2C)cc(OC)c1	15.0	-9.3	-8.9	-15.3	-1.9	1.0	1.9	-0.2	4.2	112.1
CC(NS(=O)(=O)c1cccc(S(=O)(=O)c2ccccc2)c1)C(=O)O (stereo unspecified)	3.5	8.5	-15.2	3.7	-0.9	8.8	-2.3	-1.7	-0.2	104.4
CCOc1ccc2[nH]c(C)c(CN3CCCCC3)c(=O)c2c1	9.0	-24.0	4.9	14.8	0.0	6.4	-1.2	-1.1	3.7	x
CCOc1ccc(NC(=O)CN2C(=O)C3CC=CCC3C2=O)cc1 (stereo unspecified)	6.2	-8.4	-5.8	-15.6	0.1	7.4	0.9	-1.5	0.6	88.5
CCC(C)Sc1ccc(-c2nc3cc(C)ccn3c2NC2CCCCC2)cc1 (stereo unspecified)	29.6	-18.2	-3.4	-7.2	-3.9	-18.1	-17.0	3.2	0.8	114.0
CC(C)C(NC(=O)c1ccc(C(C)(C)C)cc1)C(=O)NCc1ccccn1 (stereo unspecified)	12.3	12.7	-5.0	4.4	-1.3	15.7	-14.8	-4.0	-5.1	102.4
CC1CCN(CC(=O)Nc2ccccc2C(=O)NC2CC2)CC1	-7.0	8.6	-1.3	-10.9	-3.7	13.6	-2.1	-3.6	-1.8	x
C/C(=N/N1CCN(c2ccccc2)CC1)c1cccc([N+](=O)[O-])c1	-13.3	7.9	0.1	0.4	0.0	1.7	-3.2	-0.4	0.0	98.2
COc1ccc(CCNc2oc(Cc3cccc4ccccc34)nc2C#N)cc1OC	-3.6	-10.2	-1.9	-1.6	0.7	11.9	-3.7	-2.2	3.6	107.0
O=C(CCl)Nc1ccccc1C(=O)NCc1ccccc1	20.4	-11.3	-8.8	2.4	0.7	13.1	-1.0	-2.8	4.1	97.9
CN(C(=O)c1ccc2c(c1)C(=O)N(CCC1=CCCCC1)C2=O)C1CCCCC1	-6.1	-2.0	-11.9	4.5	-4.3	-32.7	-5.0	5.9	0.8	98.8
O=C(COC(=O)c1ccccc1Nc1ccccc1)NCc1ccccc1Cl	-1.4	-2.8	7.5	7.4	3.2	-20.3	-3.7	3.8	-0.3	101.5
COc1ccc(N=Cc2cc(Cl)ccc2O)cc1Cl	32.3	-1.5	5.1	-1.4	1.4	-4.0	-1.4	0.8	0.6	97.9
C=CCOc1ccc(/C(O)=C2/C(=O)C(=O)N(CCCN3CCOCC3)C2c2ccccc2)cc1 (stereo unspecified)	2.8	-22.5	-2.4	-7.2	-0.6	11.9	0.4	-2.0	-0.4	94.2
COc1ccc(CCNC(=O)C(=O)NN=C2CCCCCCC2)cc1OC	39.9	12.1	5.9	-3.6	-4.4	3.0	-0.5	-0.6	0.7	114.1
Cc1ccc(S(=O)(=O)c2c(N)n(NC(=O)C3CC3)c3nc4ccccc4nc23)cc1	0.4	1.8	-3.5	-0.8	2.8	13.0	-1.3	-2.6	-1.9	101.6
COc1cc2c[n+](C)c3c4ccccc4ccc3c2cc1OC	31.7	2.0	1.1	-2.0	-4.8	22.1	-1.9	-4.3	-0.5	91.5
COc1cc(/C=C2/C(=O)N(c3ccc(C)c(C)c3)N=C2C)cc([N+](=O)[O-])c1O	5.2	-2.4	-3.4	-10.0	1.2	18.5	14.2	-3.9	0.7	93.0
CCOC(=O)N1CCN(Cc2nc(CC3CC3)no2)CC1	6.4	7.9	-13.6	-7.9	-0.9	11.8	-0.5	-2.3	-3.1	97.6
O=C(NC(=S)NC1CCS(=O)(=O)C1)c1cccc([N+](=O)[O-])c1 (stereo unspecified)	-1.2	16.9	4.8	5.2	-0.3	3.6	3.5	-0.7	-0.4	88.2
COC(=O)c1ccc2c(c1)C(=O)N(C1CCCCC1)C2=O	-4.1	-11.6	-15.6	-1.2	-1.8	1.5	-2.5	-0.3	-1.9	x
CCN(CC)C(=O)CSc1nc(N)c2c3c(sc2n1)CC(C)CC3 (stereo unspecified)	-17.2	-5.0	-16.5	-3.6	4.9	4.6	1.0	-0.9	0.0	104.5
O=C1N=c2ccccc2=C1c1sc(=S)n(-c2ccc(O)cc2)c1O	10.3	0.6	-5.7	2.1	1.6	-86.7	1.4	16.7	2.2	88.5
OCCNNC(=S)NC1CC2C=CC1C2 (stereo unspecified)	4.3	25.8	-4.0	2.6	0.4	8.6	0.9	-1.6	-1.9	111.2
COc1ccc(C(=O)Nc2nnc(Cc3cccs3)s2)cc1OC	20.8	-3.9	-8.8	-1.8	0.9	13.7	-0.9	-2.8	1.8	99.6
COc1ccc(C(=O)Nc2n[nH]c(-c3ccncc3)n2)cc1	18.8	20.2	0.3	2.5	1.2	11.9	-0.2	-2.2	6.0	109.2
CC1CCCCN1C(=O)CSc1nc2ccsc2c(=O)n1Cc1ccccn1 (stereo unspecified)	-19.9	2.0	2.9	0.5	0.4	7.3	-1.0	-1.4	-6.0	94.0
COc1nc(OC)nc(N2CCC(C(=O)NCc3ccc(F)cc3)CC2)n1	-1.2	17.5	-7.3	9.2	0.2	9.9	0.1	-1.8	-6.7	88.2
Cc1cccc(N2CCN(C(=O)c3ccc(NC4=NC5CS(=O)(=O)CC5S4)cc3)CC2C)c1 (stereo unspecified)	-9.1	19.3	1.0	3.6	0.7	9.9	4.0	-1.8	-5.0	x
COCCNCCOc1ccccc1-c1ccccc1	7.5	-11.1	-11.3	-7.6	1.4	4.6	-1.7	-0.8	-1.8	62.1
O=C(NCc1ccccn1)C1CCCN(S(=O)(=O)c2cc(Cl)ccc2Cl)C1 (stereo unspecified)	11.1	-0.2	-2.5	-15.5	-3.1	-7.1	2.8	1.4	0.1	101.9
CC(C)NS(=O)(=O)c1ccc(NC(=S)NC(=O)c2cccc([N+](=O)[O-])c2)cc1	0.6	-12.7	-2.9	8.3	1.1	16.7	0.5	-3.1	4.3	87.0
Cc1ccc(S(=O)(=O)N(C)c2ccc(OCC(=O)OCC(=O)N(CC#N)c3ccccc3)cc2)cc1	-6.2	3.6	-6.2	-0.9	2.2	7.7	0.6	-1.1	-1.4	105.2
COCCNC(=O)c1onc(CSc2ccc(F)c(F)c2)c1C(=O)NCCOC	-0.6	-2.6	4.6	-0.6	-3.0	15.3	0.4	-2.7	2.8	98.8
O=C(CN1C(=O)NC2(CCCCC2)C1=O)Nc1cc(C(F)(F)F)ccc1N1CCCCC1	-1.3	-4.2	2.4	0.3	1.6	-19.9	0.3	3.0	1.6	103.4
Cc1ccc[n+](/C(C(=S)NCc2ccco2)=C(/[O-])c2ccccc2Cl)c1	17.0	9.2	-5.5	5.8	3.9	3.4	3.4	-0.7	-1.8	105.4
COc1ccc2c(c1)c1nnc(SCC(=O)NC3CC3)nc1n2C	2.0	4.5	-0.7	-8.4	2.8	0.8	-0.9	-0.1	-1.9	104.1
CCCCNC(=O)C1CCN(Cc2ccc(OCc3ccccc3)cc2)CC1	-10.3	11.7	-2.5	-5.4	4.0	-8.6	-2.0	1.8	-4.8	99.3
C=CCn1c(CCNC(=O)c2ccccc2F)nnc1SCC(=O)Nc1nc(C)cs1	14.0	2.5	1.0	-10.9	-5.8	12.6	-0.8	-3.0	-1.1	x
CN(C)CCNC(=O)/C(=C/c1ccc(-c2cccc(Cl)c2)o1)NC(=O)c1ccccc1	13.2	6.8	-13.0	-3.7	-2.3	3.4	-1.2	-0.7	-1.8	104.6
Cc1ccnc(NS(=O)(=O)c2ccc(NC(=O)c3cc(-c4ccc(Br)cc4)nc4ccccc34)cc2)n1	3.7	-3.9	1.4	-14.2	1.6	-10.7	10.1	2.0	4.7	93.1
COC(=O)c1c(NC(=O)COC(=O)c2ccc(NC(=O)CC#N)cc2)sc2c1CCCCC2	4.6	-6.6	5.2	-6.3	-0.6	-4.6	1.4	1.0	-1.1	x
COc1ccc(NC(=O)COc2ccccc2Cc2ccccc2)cc1S(N)(=O)=O	5.8	1.2	2.0	-5.2	-1.2	1.1	0.8	-0.2	-0.5	118.5
Cc1cccc(C)c1-n1cccc1/C=C1\SC(=S)N(c2cccc(C(=O)O)c2)C1=O	2.9	2.0	7.3	3.6	-3.5	-3.4	13.9	0.6	-0.7	95.0
COC(=O)C1=C(C(=O)OC)[C@@H]2Nc3ccccc3[C@@]23C[C@@H](C(=O)OC)N(C(C)=O)C3=N1	-1.6	-6.5	-0.9	-9.8	1.7	7.6	1.8	-1.4	9.9	97.1
Cc1ccc(N2CCN(C(=S)c3ccc(N(C)C)cc3)CC2)cc1	8.3	-3.3	-3.3	3.9	3.1	4.1	-7.6	-0.7	2.7	101.1
COc1ccc(NC(=O)CN2CCC(C(N)=O)(N3CCCCC3)CC2)c(OC)c1	-8.3	10.8	0.1	-3.1	2.0	6.1	-1.6	-1.3	-1.6	90.6
COc1ccccc1/C=C/C(=O)OCC(=O)NCc1ccc2c(c1)OCO2	-13.5	2.0	-21.7	2.1	-0.4	-1.5	-7.3	0.4	-0.3	x
COC(=O)c1ccc(COC(=O)C2CCN(S(=O)(=O)c3ccccc3C(=O)OC)CC2)cc1	26.2	-7.5	-0.1	-9.9	0.1	9.3	-2.7	-2.4	3.0	101.2
COc1ccc(-c2csc(NC(=O)c3ccc(N4C(=O)CCC4=O)cc3)n2)cc1	-7.6	-11.5	-2.0	-8.6	-2.9	-6.0	3.5	1.2	0.8	96.0
O=C(CCCCCn1c(=S)[nH]c2ccccc2c1=O)N1CCOCC1	18.0	-11.8	-10.8	-12.2	-1.5	21.5	-2.7	-4.2	3.8	x
O=[N+]([O-])c1ccc(C2(O)CN(c3ccccc3)C3=[N+]2CCS3)cc1 (stereo unspecified)	31.9	1.6	0.7	-2.3	-5.6	-3.5	-2.3	0.8	-0.6	x
O=C(NCc1ccco1)/C(=C/C=C\c1ccccc1)NC(=O)c1ccc(Br)o1	-1.6	-17.0	-7.2	-6.5	-0.5	20.1	-0.6	-3.9	4.7	100.9

3 of these compounds, reformatted:
COc1ccc(-c2csc(NC(=O)c3ccc(N4C(=O)CCC4=O)cc3)n2)cc1
  Arrestin-AP2 inh = -7.6; HTR5A inv ag = -11.5; PKA-R2B activ = -2.0; PKA-R1A activ = -8.6; V-ATPase pH = -2.9; OPRM1-OPRD1 inv = -6.0; DAGLB inh = 3.5; MOR-DOR ag = 1.2; HTR5A ag ctr = 0.8; Pemphigus Ab inh = 96.0

O=C(CCCCCn1c(=S)[nH]c2ccccc2c1=O)N1CCOCC1
  Arrestin-AP2 inh = 18.0; HTR5A inv ag = -11.8; PKA-R2B activ = -10.8; PKA-R1A activ = -12.2; V-ATPase pH = -1.5; OPRM1-OPRD1 inv = 21.5; DAGLB inh = -2.7; MOR-DOR ag = -4.2; HTR5A ag ctr = 3.8; Pemphigus Ab inh = x

O=[N+]([O-])c1ccc(C2(O)CN(c3ccccc3)C3=[N+]2CCS3)cc1 (stereo unspecified)
  Arrestin-AP2 inh = 31.9; HTR5A inv ag = 1.6; PKA-R2B activ = 0.7; PKA-R1A activ = -2.3; V-ATPase pH = -5.6; OPRM1-OPRD1 inv = -3.5; DAGLB inh = -2.3; MOR-DOR ag = 0.8; HTR5A ag ctr = -0.6; Pemphigus Ab inh = x
